Cneo AK release = causes C. neoformans cell lysis; adenylate kinase release luminescence, 4 h; normalised: neutral wells 0, clomiphene wells 100; hit rate 0.2% among 360,000; lysis activity, % at 15 µM;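 active = mean lysis activity across replicates of at least 80%, whatever share of replicates individually reach that level; inactive = mean lysis activity below 80%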
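Assay system: log-phase C. neoformans yeast / Quantity: yeast cell density of 5 × 10^6 cells/mL / Medium: fresh YPD growth medium / Compound: single dose / Timing: static 4 h at 37 °C with compound, 1 h detection / Measured by: adenylate kinase release luminescence / Read-out: lysis from increased AK signal / Benchmarks: Clomiphene as positive lysis control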
PAX8 reporter = inhibitors of PAX8 transcriptional activity in RMG-I cells | RMG-I TPO-luciferase reporter, SteadyGlo, 24 h | inhibition, % at 12.6 µM | hit rate 1.2% among 360,000 | AID 652154;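 active = mean replicate inhibition at least 60% with every replicate also reaching 60%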;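 note: luciferase light reporting Pax8 driven TPO promoter activity; plate controls were median of neutral control wells for no effect and mitoxantrone controls for full effect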
GSIS activator = primary screen for activators of insulin secretion dependent on glucose, INS-1E cells, GLuc reporter luminescence. INS-1E GLuc reporter insulin secretion, 2-3 h. activation, % at 16.6 µM. hit rate 0.61% among 370,000;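 active = lowest replicate activation of at least 40%, so every replicate reaches that level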;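 note: 0% = median of neutral control wells and 100% = median of IBMX positive control wells; some compounds called inactive have numbers as strong as hits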
ARNT-TACC3 inh = disrupts binding between human ARNT and TACC3; AlphaScreen His-ARNT PAS-B/GST-TACC3 binding, luminescence; TACC3 fragment carries E629A point mutation; inhibition, % at 9.99 µM; hit rate 0.66% among 390,000; AID 623870;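 active = mean inhibition of replicates at least 50% and at least half of replicates each reaching 50%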;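 note: 0% = complete ARNT plus TACC3 wells and 100% = ARNT alone without TACC3; many hits fall short of the cut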
PglD inh = inhibitors of Campylobacter jejuni PglD acetyltransferase; inhibition, % at 12.5 µM; purified PglD enzyme, DTNB colorimetric CoA detection; hit rate 0.098% among 360,000; in the data active = inhibition above about 16%, passing the limit was not always enough; note: strong numbers were not always called active
PGC1a acetyl inh = lowers PGC1a acetylation signal in U2OS cells | inhibition, % at 15.6 µM | AlphaScreen anti-acetyl-lysine; with virally co-expressed GCN5 acetyltransferase | hit rate 0.17% among 350,000;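 active = every replicate shows inhibition of at least 40%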;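 note: 0% = neutral control wells and 100% = positive control wells; some results beyond the cut were filed as inactive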
LGR2 inh = blocks bursicon-induced cAMP signaling via Drosophila LGR2; HEK293 LGR2, CRE-luciferase, bursicon-stimulated, 4 h; inhibition, % at 9.99 µM; hit rate 0.35% among 380,000;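 active = drop in luminescence signal, shown as inhibition above about 50% in the replicate tests, limit read from the data, passing the limit was not always enough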;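 note: agonist challenge used bursicon conditioned medium at about half maximal strength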
Statin myotox sup = protects C2C12 myotubes from simvastatin toxicity | hit rate 0.78% among 330,000 | ATP luminescence, 48 h; scaled: DMSO 0, geranylgeraniol control 100 | rescue of ATP level, % at 7.49 µM | AID 602340;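 active = mean ATP rescue above about 67%, or every replicate alone reaching that limit, limit read from the data, passing the limit was not always enough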;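 note: myotubes were challenged with 10 µM simvastatin during compound exposure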
Active calls of the source: *; · = not tested or not shown. Random draw from the library. About 2.9% of those tested had a hit in this group.

SMILES	Cneo AK release	PAX8 reporter	GSIS activator	ARNT-TACC3 inh	PglD inh	PGC1a acetyl inh	LGR2 inh	Statin myotox sup
CCOc1ccc(C2CC(c3ccc(CC)cc3)n3nc(N)nc3N2)cc1 (stereo not drawn)	-1	-7	1	4	-3	·	-8	4
CCCS(=O)(=O)Nc1cc(C(F)(F)F)ccc1OCCOC	10	·	·	-4	2	-11	·	1
COc1ccc(C)cc1NC(=O)NCc1ccco1	1	-21	-6	-1	-2	·	-3	·
Cc1oc2c(CN3CCOCC3)c(O)ccc2c(=O)c1-c1ccc(Cl)cc1	-2	-7	-12	26	4	0	-6	·
COc1ccc(CN2C[C@]3(CO)O[C@@H](CO)C[C@@H]3S2(=O)=O)cc1	4	-10	7	-4	1	3	9	6
O=C(Nc1ccc2nc(-c3cccnc3)[nH]c2c1)C1CCCCC1	-3	·	·	14	2	3	·	-52
Cc1ccc(S(=O)(=O)N(C)C)cc1NC(=O)c1cc(=O)c2ccccc2o1	3	-4	27	-4	0	·	-3	-12
O=C(N[C@H]1C/C=C\C[C@@H](CC(=O)N(CCO)Cc2ccccc2)C(=O)N[C@H](Cc2c[nH]c3ccccc23)COC1=O)OCC1c2ccccc2-c2ccccc21	-5	21	-6	-4	7	·	6	-85
C[C@H](NC(=O)C[C@@H]1C[C@H]2c3cc(NC(=O)NC4CCCCC4)ccc3O[C@H]2[C@@H](CO)O1)c1ccccc1	-1	0	0	-1	1	1	4	0
CCOC(=O)C1=C(CBr)NC(=O)NC1C (stereo not drawn)	-1	-11	-3	-4	-12	1	-44	-2
COc1cc2c(cc1OC)[C@@H](NC(=O)COc1ccccc1)[C@H](OCc1ccccc1)C2	5	-1	-8	2	-1	-10	-22	3
CCOC(=O)C1CCN(S(=O)(=O)c2cccc(-c3csc(C)n3)c2)CC1	1	·	·	-1	-4	-10	·	·
O=C(OCc1cccc2ccccc12)C1CC(=O)N(c2ccccc2)C1 (stereo not drawn)	-2	·	-6	-2	-7	·	-11	2
CCOC(=O)c1c(NC(=O)c2cc(-c3ccc(Cl)s3)nc3ccccc23)sc(C(N)=O)c1C	0	-2	24	-3	2	-2	-5	-1
O=C(O)c1cccc2c(-c3ccccc3)c(-c3ccccc3)[nH]c12	15	-1	-21	13	0	0	9	·
COc1ccccc1C#Cc1cnc2c(c1)C(=O)N([C@@H](C)CO)C[C@@H](C)[C@@H](CN(C)C(=O)CN(C)C)O2	0	·	19	5	2	1	-7	22
C[C@@H]1CN([C@@H](C)CO)C(=O)Cc2cc(NC(=O)Cn3cnnn3)ccc2O[C@@H]1CN(C)C(=O)NC1CCCCC1	1	-33	-2	-7	2	7	-9	14
CC1(C)CC(=O)C(C=NCCC2=CCCCC2)=C(O)C1	0	·	·	-10	-3	2	·	7
Cc1nc(OCc2ccccc2)c2sc3nc4c(cc3c2n1)COC(C)(C)C4	0	-71	·	1	1	-3	·	5
Cc1cc(C)cc(-n2ccnc2SCC(=O)c2c(N)n(C3CC3)c(=O)[nH]c2=O)c1	-1	-1	10	6	-4	5	-6	-4
O=C(Nc1ccc(F)cc1)N1CCCCN2[C@H](CO)[C@@H](c3ccc(C#Cc4ccccc4)cc3)[C@H]2C1	2	39	-14	0	5	-60	-11	·
Cc1ccc(S(=O)(=O)N2CCCCC2)cc1NC(=O)CNCc1ccco1	2	-8	24	-3	-2	7	0	13
COc1cccc(OC)c1C(=O)Nc1ccc(C(=O)c2ccncc2)cc1	-1	-16	-20	-1	4	·	-3	4
O=C(Cc1ccc(S(=O)(=O)N2CCOCC2)s1)NCC(=O)Nc1ccccc1Br	0	5	2	5	-5	-5	-5	10
Clc1cccc(NCc2cn3cccnc3n2)c1	-1	-18	-1	·	5	12	-55	12

Part of the list above in another layout.
molecule,Cneo AK release,PAX8 reporter,GSIS activator,ARNT-TACC3 inh,PglD inh,PGC1a acetyl inh,LGR2 inh,Statin myotox sup
O=C(Cc1ccc(S(=O)(=O)N2CCOCC2)s1)NCC(=O)Nc1ccccc1Br,0,5,2,5,-5,-5,-5,10
Clc1cccc(NCc2cn3cccnc3n2)c1,-1,-18,-1,·,5,12,-55,12
COc1ccccc1C#Cc1cnc2c(c1)C(=O)N([C@@H](C)CO)C[C@@H](C)[C@@H](CN(C)C(=O)CN(C)C)O2,0,·,19,5,2,1,-7,22
C[C@H](NC(=O)C[C@@H]1C[C@H]2c3cc(NC(=O)NC4CCCCC4)ccc3O[C@H]2[C@@H](CO)O1)c1ccccc1,-1,0,0,-1,1,1,4,0
O=C(Nc1ccc2nc(-c3cccnc3)[nH]c2c1)C1CCCCC1,-3,·,·,14,2,3,·,-52

Next section.
SMILES	Cneo AK release	PAX8 reporter	GSIS activator	ARNT-TACC3 inh	PglD inh	PGC1a acetyl inh	LGR2 inh	Statin myotox sup
COc1ccc(NC(=O)Nc2nnc(C(C)C)s2)cc1	1	·	5	-11	-4	-3	-46	14
Cc1cnc(C(=O)Nc2ccc(F)cc2)cn1	13	·	·	-11	-2	9	·	-8
Cc1ccc(Cl)cc1NS(=O)(=O)c1ccc2oc(=O)ccc2c1	6	14	-19	0	-3	·	-7	-13
NC(=O)C(c1ccc(Br)cc1)c1ccc(C(=O)c2ccccc2)cc1 (stereo not drawn)	0	-6	-29	6	3	5	20	11
COc1ccc(/C=N/Nc2nccnc2Cl)c(OC)c1	·	-103	22	6	·	-5	-22	·
CC(=O)c1sc(Nc2nc3cc4c(cc3s2)OCO4)nc1C	·	-195	-3	-7	·	-5	-100	·
Cc1ccccc1NC(=S)N1CCC(NC(=O)c2ccco2)CC1	15	8	49	-3	6	·	21	1
Cc1cc(C)n(C(=O)CSc2nc3ccccc3o2)n1	1	·	14	20	1	6	5	6
O=C(COc1ccccc1F)Nc1ccc(N2CCOCC2)cc1N1CCOCC1	1	12	10	-2	10	-1	-3	-14
CC1=C(C(=O)N2CCOCC2)C(c2ccc(-c3ccccc3)cc2)NC(=S)N1 (stereo not drawn)	3	-7	4	2	-1	-3	-20	12
Cc1cc(NC(=O)C2CCN(S(=O)(=O)c3cccs3)CC2)no1	-1	·	-5	-36	-2	21	-12	0
O=C(COc1cccc2cccnc12)N1CCc2ccccc2C1	-3	·	-1	·	4	-6	-3	1
COc1ccc(N2CCN(C(=O)CSc3nnc(CNc4ccccc4)o3)CC2)cc1	-2	·	-3	·	0	7	1	5
CC(=O)Oc1ccccc1-c1nc(C)nc(N(C)C(C)=O)n1	-3	·	39	-36	-7	-9	·	·
Cc1cc(C)nc(/N=C(\N)Nc2ccc(-c3ccccc3)cc2)n1	·	22	-3	8	·	·	18	·
C[C@H](CO)N1C[C@H](C)[C@H](CN(C)S(=O)(=O)c2cccs2)Oc2ncc(-c3cccc(F)c3)cc2C1=O	-2	·	-12	1	1	-2	-29	31
COc1cccc(/C=N/NC(=O)c2ccc3nc[nH]c3c2)c1O	-7	-66	2	63*	-4	7	14	·
COc1cccc(N2C(=O)C3C(C2=O)C3(c2ccccc2)c2ccccc2)c1 (stereo not drawn)	1	2	-37	1	9	·	3	-2
CN(c1ccccc1)S(=O)(=O)c1ccc(C(=O)Nc2ccncc2)cc1	0	-9	-11	4	-6	-10	15	-2
COc1ccc(-c2cc(C(=O)Nc3ccc(S(=O)(=O)Nc4ncccn4)cc3)c3ccccc3n2)cc1	2	-26	1	6	0	-1	-2	3
COC(=O)CSc1nnc(Cc2ccccc2)n1-c1ccc(C)cc1	1	-2	·	-2	-6	-8	·	-2
O=C(C[C@H]1CC[C@H]2[C@@H](COC[C@H](O)CN2C(=O)c2cccnc2)O1)NCc1ccc(-c2ccccc2)cc1	1	6	1	-7	-2	6	-6	3
COc1ccccc1NS(=O)(=O)c1ccc(NC(=O)c2nc3ncccn3n2)cc1	·	·	-9	-4	·	39	1	·
O=C(CN(Cc1ccco1)C(=O)Cn1nnc(-c2cccs2)n1)NCc1ccccc1	-2	·	-8	-23	-4	-3	2	11
O=C(Nc1ccc(F)cc1)N[C@H]1CC[C@H](CCn2cc(C3(O)CCCC3)nn2)O[C@@H]1CO	49	6	-13	2	1	9	-9	-3

Two neighbouring records from above, quoted:
SMILES	Cneo AK release	PAX8 reporter	GSIS activator	ARNT-TACC3 inh	PglD inh	PGC1a acetyl inh	LGR2 inh	Statin myotox sup
O=C(CN(Cc1ccco1)C(=O)Cn1nnc(-c2cccs2)n1)NCc1ccccc1	-2	·	-8	-23	-4	-3	2	11
O=C(Nc1ccc(F)cc1)N[C@H]1CC[C@H](CCn2cc(C3(O)CCCC3)nn2)O[C@@H]1CO	49	6	-13	2	1	9	-9	-3

The listing picks up; the 4 compounds before the break are reprinted first.
SMILES	Cneo AK release	PAX8 reporter	GSIS activator	ARNT-TACC3 inh	PglD inh	PGC1a acetyl inh	LGR2 inh	Statin myotox sup
O=C(C[C@H]1CC[C@H]2[C@@H](COC[C@H](O)CN2C(=O)c2cccnc2)O1)NCc1ccc(-c2ccccc2)cc1	1	6	1	-7	-2	6	-6	3
COc1ccccc1NS(=O)(=O)c1ccc(NC(=O)c2nc3ncccn3n2)cc1	·	·	-9	-4	·	39	1	·
O=C(CN(Cc1ccco1)C(=O)Cn1nnc(-c2cccs2)n1)NCc1ccccc1	-2	·	-8	-23	-4	-3	2	11
O=C(Nc1ccc(F)cc1)N[C@H]1CC[C@H](CCn2cc(C3(O)CCCC3)nn2)O[C@@H]1CO	49	6	-13	2	1	9	-9	-3
C[C@@H]1CN([C@H](C)CO)C(=O)c2cc(-c3ccc(C(=O)N(C)C)cc3)cnc2O[C@@H]1CN(C)C(=O)CN(C)C	3	·	15	-3	1	5	9	5
O=C(Cc1ccc(Br)cc1)NC1CCCc2ccccc21 (stereo not drawn)	7	18	21	-2	1	4	10	10
O=C(C[C@@H]1CC[C@H]2[C@@H](COC[C@@H](O)CN2C(=O)Nc2ccc(Cl)c(Cl)c2)O1)NCc1ccc(F)cc1	-5	4	-15	6	-2	-5	-2	2
Cc1ccc(S(=O)(=O)NCC(C)NS(C)(=O)=O)cc1 (stereo not drawn)	1	·	·	-6	2	1	·	2
CCOc1ccc(C(C(=O)NC2CCCC2)N(C(=O)CNC(=O)c2ccco2)c2cccnc2)cc1 (stereo not drawn)	1	-7	-2	-4	0	0	-3	-16
Cc1ccc(-c2noc(CN(C(=O)c3cccs3)C(C)C)n2)cc1	5	·	5	-11	4	-6	13	1
O=C(NC1CCCCC1)C1CCN(S(=O)(=O)c2cccc3nonc23)CC1	3	4	6	·	3	5	-2	0
COc1cccc(CNC(=O)CCC2CCCN(C(=O)CCn3cncn3)C2)c1 (stereo not drawn)	·	-5	3	3	·	4	-8	·
CC(C)NC(=O)Nc1ccc2c(c1)C(=O)N([C@H](C)CO)C[C@@H](C)[C@@H](CN(C)C(=O)Cc1ccccc1)OCCCC[C@H](C)O2	0	9	-8	-10	0	6	0	·
Cc1sc(NC(=O)c2oc3ccccc3c2C)c(C#N)c1C	3	·	-9	2	1	2	16	·
Cc1cccc2nc(=S)n(C(=O)c3ccco3)n12	-5	·	25	-20	-1	39	-40	4
C[C@@H]1CN([C@@H](C)CO)S(=O)(=O)c2ccc(-c3ccccc3)cc2O[C@H]1CN(C)Cc1ccccc1C(=O)O	-4	0	-1	27	11	9	10	-12
CCc1c(C)nc(SCC(=O)N2C(C)CCCC2C)[nH]c1=O (stereo not drawn)	3	-17	-16	6	5	-4	-9	·
